Screening data: PubChem BioAssay, Sanford-Burnham Center for Chemical Genomics
IAP activation: activators of mouse IAP, confirmation, biochemical, luminescence, single concentration (AID 434970) | activity change, negative = activation, % at 10 µM | intestinal alkaline phosphatase [Mus musculus] | purified mouse IAP, CDP-Star luminescence, 30 min; stronger effect = lower value | 11,000 compounds, 2.9% hits; in the data active means activity change below about -85%;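 further: percent relative to enzyme plus DMSO wells and wells without enzyme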
IAP activation Fold change: second read-out of IAP activation, no call of its own (marks repeat the call); activation factor; measured here: IAP activation factor; stronger effect = higher value;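 fold luminescence change scaled to plate control wells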
* hit, by the source's call. The list is partial; count on the stated rates, not on these rows.

IAP activation	IAP activation Fold change	Molecule
10.2	0.898	COc1ccccc1-c1cc(C(F)(F)F)nc(N2CCN(c3ccccc3)CC2)n1
-72.5	1.73	N#Cc1ccc(NC(=O)Nc2ccc(Cl)cc2)cc1
-8.2	1.08	CCn1cc(NC(=O)Nc2ccc(OC)c(OC)c2)c(C(N)=O)n1
7.9	0.92	Cn1nc(C(=O)N2CCOCC2)c2ccccc2c1=O
1.9	0.981	CCOC(=O)C1=CNS(=O)(=O)NC1CCc1ccccc1 (stereo not given)
-0.3	1	CCC(=O)N1CC23C=CC(CC2CC12CCCCC2)O3 (stereo not given)
-5.2	1.05	CC1=C(C(=O)OCCOC(C)C)C(c2cc3c(cc2Br)OCO3)CC(=O)N1 (stereo not given)
-8.0	1.08	CCOC(=O)CNC(=O)C(NC(=O)C1CCC(C)CC1)C(C)CC (stereo not given)
-5.0	1.05	CCn1nnnc1SCC(=O)Nc1cccc(C)n1
14.4	0.856	Cc1cc(C)cc(-n2nnnc2SCC(=O)N2CCOCC2)c1
5.9	0.941	O=C(O)C1C2C=CC3(CN(Cc4ccncc4)C(=O)C13)O2 (stereo not given)
-4.1	1.04	COC(=O)[C@@]1(C)[C@H]2C(=O)N(C)C(=O)[C@H]2[C@H]2CN=C(SCc3ccc(C#N)cc3)N21
6.5	0.934	COc1ccc(NC(=O)Cn2c(=O)n(CC(=O)NCc3ccco3)c(=O)c3ccccc32)cc1OC
6.5	0.935	O=C(COCc1ccccc1)N[C@@H]1c2ccccc2CC[C@@H]1OCc1ccccc1
4.3	0.957	COc1ccc(Nc2ncc(C(=O)N3CCN(c4ccccc4OC)CC3)c3ccccc23)cc1
11.4	0.885	O=[N+]([O-])c1ccc(-c2nnc(-c3ccccc3)c(N3CCOCC3)n2)cc1
-6.3	1.06	O=C(COC(=O)C1=COCCO1)Nc1ccc2c(c1)OCO2
-11.6	1.12	Cc1nc2ncnn2c(C)c1CCC(=O)NCCc1ccccc1
-3.3	1.03	COCCCNC(=O)CC1C[C@H](C(=O)N2CCOCC2)[C@@]2(CCC3CCCC3)c3[nH]c4ccc(OC)cc4c3CCN2C1=O (stereo not given in full)
6.5	0.935	Cc1cc(NC(=O)C2CCN(S(=O)(=O)c3cnc[nH]3)CC2)ccc1Br
5.2	0.949	COC(=O)C(NC(=O)CCc1c(C)nc2ncnn2c1C)C(C)C (stereo not given)
4.0	0.96	COc1ccc(NC(=O)C2CCN(c3nc(C)cc(C)n3)CC2)cc1
-6.3	1.06	Cc1ccc(C(NC(=O)NCCCN2CCOCC2)=C(Cl)Cl)cc1F
88.2	0.118	Cc1ccc(NC(=O)CN(C)S(=O)(=O)c2ccc3[nH]c(=O)oc3c2)c(C)c1
1.9	0.981	CCN(CC)C(=O)CN(c1cccc(OC)c1)S(=O)(=O)c1ccc(C)cc1
19.6	0.803	O=C(N/N=C/c1ccco1)c1cc(-c2cccc3ccccc23)n[nH]1
11.9	0.881	COc1ccc(/C=N/N(C(C)=O)c2nc(-c3ccc(C)cc3)cs2)cc1
2.9	0.972	C=CCn1c(SCC(=O)c2cccs2)nc2sc(C)cc2c1=O
60.5	0.396	Cc1ccc(N2C(=O)/C(=C/c3ccco3)SC2=S)cc1
-2.0	1.02	COc1ccc(NC(=O)N2CCCC(C(=O)NC(C)C)C2)cc1 (stereo not given)
-6.3	1.06	Cc1ccccc1CN1C2=NCCN2c2ccccc21
3.2	0.968	COC(=O)c1sc(NC(=O)COc2cccc3ccccc23)nc1C
4.0	0.96	CCCCCCCC(=O)N/N=C(\C)c1cccnc1
1.6	0.984	Cc1ccc(C(=O)N2CCOCC2)cc1Cl
-23.5	1.24	COc1ccccc1NC(=S)NC1CCCCCCCCCCC1
18.6	0.814	CCc1cccc(CC)c1NC(=O)C1SC(=Nc2ccccc2C)C(c2nc3ccccc3s2)=C1N (stereo not given)
-79.6	1.8	CCn1c(NCc2cc(Br)ccc2NS(=O)(=O)c2ccc(C)cc2)nc2ccccc21
-1.1	1.01	CCOc1ccc2c(=O)c(Oc3ccccc3OCC)coc2c1
-13.2	1.13	Cc1nn(Cc2cccc(C(=O)NC34CC5CC(CC(C5)C3)C4)c2)c(C)c1Br
10.3	0.897	C=CCn1c(SCC(=O)Nc2nccs2)nnc1-c1ccco1
1.0	0.99	COCCNC(=O)C(=O)N/N=C/c1ccccc1C(F)(F)F
8.8	0.912	COc1cccc(-c2cc(C(F)(F)F)nc(NCc3ccco3)n2)c1
-3.4	1.03	CNC(=O)CSc1nnc(-c2cccc(S(=O)(=O)N3CCOCC3)c2)n1-c1ccc(F)cc1
-104.7*	2.05*	O=C(NC1CCCC1)C(c1ccc(F)cc1)N(Cc1ccc(F)cc1)C(=O)c1ccn[nH]1 (stereo not given)
26.5	0.734	O=c1cc(-c2ccc(O)cc2)oc2c(C3OCC(O)C(O)C3O)c(O)c(C3OC(CO)C(O)C(O)C3O)c(O)c12 (stereo not given)
0.0	1	Nc1ccc(C23CC4CC(CC(CO)(C4)C2)C3)cc1
-48.4	1.48	CCN(CC)C(C(=O)Nc1ccc(C(C)C)cc1)c1ccc2c(c1)OCO2 (stereo not given)
-1.2	1.01	Cc1ccc(NC(=S)C2=C(O)c3ccccc3N(C)S2(=O)=O)cc1
-1.0	1.01	COc1cc(OC)cc(C(=O)NCC(=O)N2CCCCC2)c1
2.3	0.977	COc1ccc2c(c1)c1ncn(Cc3ccco3)c(=O)c1n2C

Entries of single compounds from above:
Record of `O=c1cc(-c2ccc(O)cc2)oc2c(C3OCC(O)C(O)C3O)c(O)c(C3OC(CO)C(O)C(O)C3O)c(O)c12` (stereo not given) : IAP activation: 26.5; IAP activation Fold change: 0.734
Record of `COc1ccc(Nc2ncc(C(=O)N3CCN(c4ccccc4OC)CC3)c3ccccc23)cc1` : IAP activation: 4.3; IAP activation Fold change: 0.957

Continuation:
IAP activation	IAP activation Fold change	Molecule
0.8	0.992	COc1ccccc1NC(=O)CC1C(=O)NCCN1C(=O)Nc1ccc(Cl)c(Cl)c1 (stereo not given)
-8.7	1.09	O=C(C1CC(c2ccc(F)cc2)=NO1)N1CCCc2ccccc21 (stereo not given)
-7.5	1.08	CCCn1nc(NS(C)(=O)=O)c2cc3cccc(C)c3nc21
-6.6	1.07	CCOc1cc(-c2ccccc2)nc(N)n1
10.9	0.891	COc1ccc(C=C(C(C)=O)C(C)=O)cc1OC
-10.2	1.1	COC(=O)c1ccc(OCCN2C3=NCCN3c3ccccc32)cc1
10.4	0.897	CCOC(=O)C(CC)Sc1ncnc2nc[nH]c12 (stereo not given)
7.8	0.922	CN(C)S(=O)(=O)c1cccc(C(=O)OCC(=O)N2c3ccccc3NC(=O)C2(C)C)c1
-5.2	1.05	CCc1nnc(NC(=O)CSc2nnc(-c3ccccc3OC)n2-c2ccccc2)s1
-2.4	1.02	CC(C)OC(=O)CC(=O)CSc1nc2c(cc1C#N)CCCC2
17.1	0.829	Clc1ccc(NNc2ccnc3cc(Cl)ccc23)cc1
-29.2	1.29	COc1ccc(CC(=O)N[C@@H]2c3ccccc3CC[C@H]2OCc2ccccc2)cc1
8.6	0.913	CC1=NN(c2nc(-c3ccccc3)cs2)C(=O)C1
2.2	0.978	COc1cc2c(cc1OC)CN(CC(=O)Nc1ccc(C#N)cc1)CC2
2.5	0.974	COc1ccc(NC(=O)C(NC(=O)CNC(C)=O)c2ccc(C)cc2)cc1 (stereo not given)
0.2	0.998	CCC(C)(C(=O)NC1CCCC1)N(C(=O)c1ccccn1)c1ccc(C)cc1 (stereo not given)
0.7	0.993	Cn1c(N2CCN(C(=O)NCc3ccccc3)CC2)nc2ccccc21
-11.4	1.11	Cc1ccc(-c2nnn(CC(=O)NC3CCCc4ccccc43)n2)cc1 (stereo not given)
3.8	0.963	CCOC(=O)CCCOC(=O)c1ccc(S(=O)(=O)N(C)C)cc1
13.3	0.867	COc1cc(/C=C/C(=O)c2c(O)cc(C)oc2=O)cc(OC)c1O
-97.7	1.98	COc1ccc(NC(=O)Nc2ccc3c(c2)C(=O)N([C@H](C)CO)C[C@H](C)[C@@H](CN(C)S(=O)(=O)c2ccccc2)O3)cc1
8.0	0.92	CCn1c(CNC(=O)c2ccccc2)nnc1SCC(=O)N1CCN(c2ccccc2)CC1
0.3	0.996	C=CCN1N=C(c2ccc(Cl)s2)CSC1=O
6.5	0.935	O=C(Nc1ccc2c(c1)nc1n2CCSC1)c1ccco1
-28.8	1.29	O=C(NCCc1ccc(Cl)cc1)C1CCN(S(=O)(=O)c2cccs2)CC1
0.3	0.997	COC(=O)c1cn(NC(=O)c2ccc(F)cc2)c(=O)c2ccccc12
10.7	0.893	CCCCSc1ncc(C(=O)OCC)c(N)n1
-6.3	1.06	CCC(C)(CC(=O)N(C)CCC#N)c1ccccc1 (stereo not given)
-8.2	1.08	CCN1C(=O)[C@H]2[C@H]3CN=C(SCc4ccc(Cl)cc4)N3[C@@](CC)(C(=O)OC)[C@H]2C1=O
69.0	0.31	O=C(Cc1ccc2c(c1)OCO2)NN=Cc1ccc([N+](=O)[O-])o1
10.4	0.895	Cc1ccc(S(=O)(=O)n2nc(OC(=O)C(C)(C)C)cc2N)cc1
-10.7	1.11	Cc1ccc(NC(=O)c2ncn(CC(=O)N[C@H](C)c3cccc4ccccc34)n2)cc1C
-18.1	1.18	CN1c2ccccc2-c2nc3ccccc3n2C1c1ccco1 (stereo not given)
-40.7	1.41	O=C(C[C@H]1C[C@H](C(=O)N2CCCCC2)[C@@]2(CCc3ccccc3)c3[nH]c4ccc(Cl)cc4c3CCN2C1=O)NCCC1=CCCCC1
-2.2	1.02	C[C@]12c3[nH]c4cc(-c5ccco5)ccc4c3CCN1C(=O)[C@@H](CC(=O)NCc1ccco1)C[C@@H]2C(=O)N1CCOCC1
-8.0	1.08	CN(C)CCCNC(=O)C[C@H]1C[C@H](C(=O)N2CCCCC2)[C@@]2(C)c3[nH]c4cc(CCC(=O)N(C)C)ccc4c3CCN2C1=O
-2.2	1.02	CCCc1cc2c(=O)c(-c3ccc4c(c3)OCCO4)coc2cc1OC(=O)c1ccco1
12.4	0.877	COCc1nc(-c2ccc(-c3ccc(C)cc3)nc2OC)no1
-1.5	1.02	COC(=O)c1ccc(OC(=O)c2nn(C)cc2Cl)c(OC)c1
4.2	0.959	Cc1ccc(CNC2=NCCCCC2)n1C
-5.5	1.05	Cc1nnc(SCC(N)=O)n1CCc1ccccc1
5.2	0.948	O=C(O)c1ccc2nc(CO)[nH]c2c1
-19.9	1.2	CC(C)(C)NC(=O)C[C@H]1C[C@H](C(=O)N2CCCCC2)[C@@]2(C)c3[nH]c4cc(-c5ccco5)ccc4c3CCN2C1=O
67.0	0.33	COC(=O)c1cc(O)cc(OC)c1Oc1cc(C)cc(O)c1C(=O)O
-92.2*	1.92*	COc1ccccc1NS(=O)(=O)c1cccc(NC(=O)Nc2ccc(Cl)cc2)c1
17.1	0.83	COc1cc2[nH]c(=O)n(CCC(=O)N3CC=C(c4ccccc4)CC3)c(=O)c2cc1OC
-121.7*	2.22*	Cc1ccc(S(=O)(=O)N2CCC(C(=O)Nc3ccc(S(=O)(=O)N4CCCC4)cc3)CC2)cc1C
8.3	0.916	N#Cc1c(NC(=O)CSc2ncn(-c3ccccc3)n2)sc2c1CCCC2
8.4	0.916	Cc1cnc(Sc2ncccc2[N+](=O)[O-])nc1
3.0	0.97	Cc1ccc(CSc2nnc(NC(=O)C3COc4ccccc4O3)s2)cc1 (stereo not given)

(further entries)
IAP activation	IAP activation Fold change	Molecule
-166.1*	2.66*	CCn1cc(CN2CCC(C(=O)Nc3cccc(-c4cccc(F)c4)c3)CC2)cn1
-14.2	1.14	CC[C@]12c3[nH]c4cc(-c5ccco5)ccc4c3CCN1C(=O)[C@@H](CC(=O)NC/C=C(\C)CCC=C(C)C)C[C@@H]2C(=O)N1CCN(C(=O)C2CC2)CC1
-105.3*	2.05*	O=C(NCC1CCN(Cc2ccccc2F)CC1)Nc1cccc(Br)c1
46.5	0.535	Nc1nnc(CC(=O)N/N=C/c2cc([N+](=O)[O-])cc(Br)c2O)s1
-3.0	1.03	S=C1NCCOCCOCCOCCNC(=S)NCCOCCOCCOCCN1
55.8	0.442	CCOc1ccccc1N1CCN(S(=O)(=O)c2ccc3c4c(cccc24)C(=O)N3)CC1
-0.9	1.01	O=C(c1cn(-c2ccccc2)nc1-c1cccs1)N1CCN(c2ccccn2)CC1
-5.2	1.05	O=C(CN(c1ccccc1F)S(=O)(=O)c1ccccc1)N1CCCCCC1
2.4	0.976	CC(C)C(=O)Nc1nnc(SCC(=O)NCc2cccs2)s1
58.2	0.417	COCc1cc(=O)n2[nH]c(-c3ccsc3-n3c(C)ccc3C)cc2n1
-5.4	1.05	COc1ccc2[nH]cc(C(=O)N3CCCCC3)c(=O)c2c1
-11.5	1.11	CC(C)(C)NC(=O)C[C@H]1C[C@H](C(=O)N2CCOCC2)[C@@]2(C)c3[nH]c4ccc(Cl)cc4c3CCN2C1=O
-5.4	1.05	COc1ccc(-n2c(SCC#N)nnc2-c2ccc(NS(=O)(=O)c3ccc(C)cc3)cc2)cc1
5.5	0.945	CN(C)c1ccc(NC(=O)N2CCOCC2)cc1
2.0	0.98	CCOC(=O)C1CCCN(C(=O)C2CCN(S(=O)(=O)c3cnc[nH]3)CC2)C1 (stereo not given)
13.9	0.861	COc1ccc(CCNC2=C(Cl)C(=O)N(CCc3ccccc3)C2=O)cc1OC
9.1	0.909	c1ccc(OCCOc2ccccc2-c2nnco2)cc1

Ordered by count of non-hydrogen atoms (ascending): 5 of the compounds above
IAP activation	IAP activation Fold change	Molecule
5.5	0.945	CN(C)c1ccc(NC(=O)N2CCOCC2)cc1
46.5	0.535	Nc1nnc(CC(=O)N/N=C/c2cc([N+](=O)[O-])cc(Br)c2O)s1
-3.0	1.03	S=C1NCCOCCOCCOCCNC(=S)NCCOCCOCCOCCN1
-11.5	1.11	CC(C)(C)NC(=O)C[C@H]1C[C@H](C(=O)N2CCOCC2)[C@@]2(C)c3[nH]c4ccc(Cl)cc4c3CCN2C1=O
-14.2	1.14	CC[C@]12c3[nH]c4cc(-c5ccco5)ccc4c3CCN1C(=O)[C@@H](CC(=O)NC/C=C(\C)CCC=C(C)C)C[C@@H]2C(=O)N1CCN(C(=O)C2CC2)CC1
